# NSD2 inh = blocks human histone methyltransferase NSD2; inhibition, % at 12.5 µM; O96028; NSD2 peptide methylation, AlphaScreen, 120 min; 0.54% of 310,000 active; in the data active = inhibition above about 50%
# CAL PDZ FP-1 = CAL PDZ (human) peptide binding inhibition. Q9HD26. purified CAL PDZ, TMR-peptide fluorescence polarization, 1 h. inhibition, % at 24.9 µM. 0.92% of 300,000 active. AID 602252;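 active = mean inhibition of at least 30% with at least half of replicates also reaching 30%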;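 also: 0% = DMSO neutral control and 100% = excess unlabeled competitor peptide PRC23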
# Pemphigus Ab inh = blocks pemphigus antibody binding to human desmoglein-3 | binding (percent of control), % at 10 µM | AID 588358 | 0.48% of 310,000 active | DSG3-coupled beads, scFv-anti-DSG3-GFP binding, flow cytometry; hits give low values;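 active = binding more than 3 SD below its plate's average and above zero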;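 also: hits lower antibody fragment binding to DSG3; some compounds called inactive have numbers as strong as hits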
# Keap1 Nrf2 FP = inhibitors of human Keap1-Nrf2 protein-protein interaction. Keap1 Kelch-Nrf2 peptide fluorescence polarization, 1536-well. inhibition, % at 9.4 µM. 0.15% of 340,000 active. AID 504523; in the data active = inhibition above about 12%;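 also: human Keap1 Kelch domain with fluorescein labeled Nrf2 9mer peptide probe; 0% = neutral control wells and 100% = peptide positive control; higher means more block of Keap1 binding to Nrf2 peptide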
# V-ATPase pHluor = yeast V-ATPase proton transport regulation by pHLuorin; S. cerevisiae, pHLuorin cytosolic pH fluorescence; response, % at 10 µM; 0.37% of 350,000 active; AID 504577; in the data active = response mostly above about 7.3%, no sharp cut-off; inactive = mostly below about 5.4%; also: actives read high; inactives centre near 0; some compounds called inactive have numbers as strong as hits
# RTF Ca sens inh = cardiac RTF calcium desensitization; P19429+P45379; IANBD-labeled cardiac RTF, Ca2+ fluorescence; inhibition, % at 7.15 µM; 0.12% of 340,000 active; AID 493244;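 active = inhibition above the mean inhibition of all tested compounds plus 3 SD, cut at about 17% in these data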;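 also: assay run at fixed EC70 calcium of 1.6 mM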
# CAL PDZ FP-2 = blocks peptide binding to human CAL PDZ domain. 0.02% of 330,000 active. Q9HD26. inhibition, % at 20 µM. purified CAL PDZ, TMR-peptide fluorescence polarization, 1 h. AID 504414;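 active = highest replicate inhibition of at least 40%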;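 also: plate controls were DMSO neutral control wells for no effect and unlabeled competitor peptide control wells for full effect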
#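 Test system: tagged CAL PDZ domain / Buffer or medium: sodium phosphate/NaCl buffer pH 7.4 with TCEP, IgG, Thesit / Reagent: TMR-labelled reporter peptide T*-PRC34 bound in PDZ groove / Compound dosing: single point, 20 µM / Schedule: 1 h incubation at room temperature before polarization reading / Technique: fluorescence polarization (mP) / Benchmarks: unlabelled peptide, DMSO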
# Arrestin-AP2 inh = blocks beta-arrestin peptide binding to AP2 adaptin | FITC-arrestin peptide / GST-AP2 beads, flow cytometry; AP2 beta2 appendage carries R879A mutation | inhibition, % at 10 µM | 0.31% of 340,000 active | AID 504490;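 active = inhibition above a set limit, near 3 SD of compounds lacking own fluorescence, cut at about 54% in these data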;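 also: plate controls were DMSO wells for no effect and 5 µM unlabelled arrestin peptide for full effect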
#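 system = GST-tagged AP2 beta2-adaptin appendage (R879A) on 4 µm glutathione beads | reagent = FITC-labelled arrestin peptide probe, 50 nM final | schedule = compound with beads 12 min RT, then probe 1 h RT | signal = HyperCyt-sampled flow cytometry, FL1 channel, ex 488/em 535 nm | read-out = percent response from loss of bead-bound FITC fluorescence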
# DAGLB inh = blocks human DAGLB lipase activity; Q8NCG7; HEK293T DAGLB membrane lysate, EnzChek fluorogenic substrate; inhibition, % at 5.17 µM; 0.059% of 340,000 active; AID 504411; in the data active = inhibition above about 34%;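 also: 0% = enzyme with vehicle and 100% = wells lacking enzyme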
# Target sequence (Q8NCG7 whole entry, looked up): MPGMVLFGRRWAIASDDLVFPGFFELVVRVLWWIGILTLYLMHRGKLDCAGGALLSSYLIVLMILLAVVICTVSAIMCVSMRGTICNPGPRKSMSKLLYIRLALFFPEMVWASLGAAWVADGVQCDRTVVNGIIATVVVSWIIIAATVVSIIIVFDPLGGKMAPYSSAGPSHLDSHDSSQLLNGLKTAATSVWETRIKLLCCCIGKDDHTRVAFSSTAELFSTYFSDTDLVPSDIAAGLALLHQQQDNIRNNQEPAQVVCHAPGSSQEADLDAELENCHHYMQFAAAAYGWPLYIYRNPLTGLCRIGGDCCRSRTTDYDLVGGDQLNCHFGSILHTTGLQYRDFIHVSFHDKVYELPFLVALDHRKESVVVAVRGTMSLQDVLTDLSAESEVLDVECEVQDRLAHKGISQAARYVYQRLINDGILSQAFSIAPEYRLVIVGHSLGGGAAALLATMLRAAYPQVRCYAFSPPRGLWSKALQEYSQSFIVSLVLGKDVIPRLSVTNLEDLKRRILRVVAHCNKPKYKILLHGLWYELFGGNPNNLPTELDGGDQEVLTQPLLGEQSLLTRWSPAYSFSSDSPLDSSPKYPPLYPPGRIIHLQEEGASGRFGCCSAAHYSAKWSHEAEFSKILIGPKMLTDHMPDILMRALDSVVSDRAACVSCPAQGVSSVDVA
# C-LANA FP = inhibitors of KSHV LANA C-terminal domain DNA binding. AID 504423. 0.078% of 340,000 active. inhibition, % at 9 µM. MBP-C-LANA/FAM-LBS DNA binding, fluorescence polarization;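 active = highest replicate inhibition at or above 60% at 9 µM, even if other replicates fall short; inactive = all replicates below 60% inhibition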;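 also: 0% = neutral control wells and 100% = 4 µM acridine orange control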
# * hit, by the source's call; i = inactive; nt = not tested or not shown. These rows are one share of the data; the hit share may differ from the screen's.
SMILES,NSD2 inh,CAL PDZ FP-1,Pemphigus Ab inh,Keap1 Nrf2 FP,V-ATPase pHluor,RTF Ca sens inh,CAL PDZ FP-2,Arrestin-AP2 inh,DAGLB inh,C-LANA FP
CCOc1ccc(NC(=O)CSc2nnc(C(C)C)n2CC)cc1,-1,-8,95,-8,-2,-2,-1.3,4,-2,-0.2
CN(Cc1ccccc1)C(=O)CSc1nc2c(c(C(F)(F)F)n1)CCc1ccccc1-2,2,-5,102,-5,-1,0,-1.3,-10,-19,-0.3
COc1ccc(-c2noc(Cn3cc(S(=O)(=O)N4CCCC4)ccc3=O)n2)cc1,nt,nt,110,-5,9,-12,-1.4,27,0,-0.3
CCCC(O)(c1ccc(Br)cc1)C(CN1CCOCC1)c1ccc(Cl)cc1 (centres undefined),1,0,99,-4,2,-7,0.1,-8,-5,5.5
Cc1nnc(Cc2ccccc2)c2n[nH]c(C)c12,-1,nt,105,nt,1,nt,nt,nt,-3,nt
N=c1oc2c3c4c(cc2cc1C(=O)Nc1ccccc1)CCCN4CCC3,nt,1,105,-5,7,i,-1.2,8,-175,-0.6
Cc1cn([C@H]2C[C@H](O)[C@@H](CCC(=O)NCCc3c[nH]c4ccccc34)O2)c(=O)[nH]c1=O,nt,0,104,1,-5,-2,-0.3,9,-1,1.4
CCCC(=O)Nc1cc(OC)c(C(=O)OC)cc1Cl,-2,-4,121,-6,-1,-3,1.7,-9,1,-0.1
Cc1cc(/C=N/NS(=O)(=O)c2ccc(F)c(Cl)c2)no1,0,-2,111,2,-3,3,-0.2,18,-1,0.9
CC(=O)N1CCN(CC(=O)Nc2cc(S(=O)(=O)N3CCCCC3)ccc2C)CC1,-1,-6,nt,-1,-1,-2,0.1,6,-1,-0.9
CCOC(=O)c1[nH]nc(-c2cc(CC)c(O)cc2O)c1-c1cscn1,1,nt,97,1,-2,-4,0.9,0,-3,-0.6
CC(C)C(NS(=O)(=O)c1cccc2nsnc12)C(=O)N1CCCCC1 (centres undefined),-3,-5,103,-5,3,-1,-1.5,5,-2,0.4
O=C(O)CNS(=O)(=O)/C=C/c1ccccc1,-1,-1,104,1,5,0,-2.6,11,0,0.2
O=C1/C(=C/c2ccccn2)SC(=S)N1Nc1ncc(C(F)(F)F)cc1Cl,3,-3,87,-2,-6,-17,-1.0,-14,4,0.9
CCOn1c(=O)c(=O)n(OCc2ccccc2)c2ccccc21,0,2,nt,-2,-1,-7,-2.5,-2,0,-0.1
CN(C)c1ncc(C(=O)O)cn1,-2,0,112,0,-1,0,-1.9,9,0,2.2
COc1ccc(NC(=O)CSc2nnc(Cc3ccccc3)o2)c(OC)c1,nt,-2,88,-5,0,-7,-3.1,-3,0,0.5
Cc1cc2c(c(SCC#N)n1)C(=O)OC2,-6,-2,114,-2,-1,-5,-3.2,7,0,0.4
CCSc1nnc(NC(=O)C2(C)Cc3ccccc3C(=O)O2)s1 (centres undefined),-4,nt,99,-5,0,-3,-2.2,-7,2,0.7
Cc1cc2cc(CN(CC3CCCO3)C(=S)NCc3ccco3)c(=O)[nH]c2cc1C (centres undefined),-1,-4,94,-10,1,-2,-3.0,-5,2,0.8
Cc1ccc(C(=O)Nc2nnc(COc3ccccc3)s2)cc1,-1,0,110,-5,0,-8,-1.8,17,0,1.0
COc1cccc(C(=O)O/N=C2\CCS(=O)(=O)c3sccc32)c1,0,nt,97,-1,-2,0,-0.5,-7,-2,0.3
COc1ccc(OCC(=O)N2CCN(C(=O)c3ccccc3)CC2)cc1,18,-2,112,2,-3,-7,0.5,-7,-2,1.9
Cc1ccccc1-n1c(SCC(=O)N2CCC(C(=O)O)CC2)nnc1-c1ccncc1,-2,2,107,-9,-1,10,-0.1,-9,0,0.4
CSc1ccc(S(=O)(=O)NCC(=O)OCC(=O)N(C)CC(=O)Nc2ccccc2Cl)cc1[N+](=O)[O-],nt,-4,105,-6,4,-7,-0.4,11,4,-0.7
CCC(C)NC(=S)Nc1ccccc1 (centres undefined),26,75*,87,2,0,-8,-0.4,-8,-1,-0.8
Cc1onc(-c2c(F)cccc2Cl)c1C(=O)N(Cc1ccccc1)C(C)C,0,1,96,-2,-3,1,-0.8,9,-5,2.0
O=C(O)CC12CC3CC(C1)CC(n1ncc(N4CCC5(CC4)OCCO5)c(Cl)c1=O)(C3)C2,0,-9,94,-1,7,-15,0.0,14,3,0.5
O=C(NC1=NCCS1)c1cc(Cl)ccc1Cl,-1,-11,103,-3,-3,-4,-0.6,-11,0,-2.5
CCc1ccc(/C=N/NC(=O)c2cc(-c3ccccc3OC)nc3ccccc23)s1,0,0,nt,0,11,-4,-0.1,2,-3,-1.0
O=C(Nc1nc2cc(Cl)ccc2s1)C1CCCN(S(=O)(=O)c2cccc3cccnc23)C1 (centres undefined),nt,-12,105,-5,1,-2,-1.8,-5,3,-0.8
N=c1c(C(=O)NCc2ccco2)cc2c(=O)n3ccccc3nc2n1Cc1ccc(Cl)cc1,nt,-1,nt,6,2,0,-2.2,13,7,7.5
CC1CCCC(NC(=O)c2cccc(S(=O)(=O)N3CCCCC3)c2)C1C (centres undefined),0,-3,101,0,1,-7,-4.2,15,2,0.0
CC(C)c1ccc(CNc2cc(N3CCCC3)ccc2[N+](=O)[O-])cc1,6,0,93,3,-3,-17,-1.5,-9,-9,1.0
CC(=O)Nc1ccc2c(c1)Cc1c(F)cccc1-2,-1,1,101,-3,1,11,-0.9,-2,-2,-3.4
O=S(=O)(NC(=NCc1ccccc1)c1ccccc1)c1ccc(Br)cc1,-1,-7,nt,-4,2,1,-2.3,0,0,0.8
CCCCCC(=O)N1CC2(CC(c3cccc(NC(=O)CC(c4ccccc4)c4ccccc4)c3)=NO2)C[C@@H]1C(N)=O (some centres undefined),nt,-3,103,-2,2,-35,-3.5,16,3,9.0
COc1ccc(OC)c(C(=O)COC(=O)c2ccccc2O)c1,-2,-2,103,1,2,-7,-0.2,3,-10,2.0
CCCCNC(=O)C1CCN(C(=O)C2CCN(S(=O)(=O)c3ccc(C)cc3)CC2)CC1,-5,-4,128,0,-1,-6,-1.1,-4,2,-0.4
COc1cc(NS(=O)(=O)c2ccc(F)cc2)c(C(=O)O)cc1OC,-81,2,93,-5,4,-7,-1.5,-5,4,-0.9
COc1ccccc1CN1C(=NC(=O)C2CCCCC2)SC2CS(=O)(=O)CC21 (centres undefined),25,0,104,-4,-3,-3,-1.2,-6,-2,1.2
CC(C)N1CC(O)=C(c2nc3ccccc3c(=O)[nH]2)C1=N,-2,-5,102,-2,-2,2,-0.2,15,0,-0.1
Cc1noc(C)c1S(=O)(=O)N1CCCC(C(=O)NCc2ccccn2)C1 (centres undefined),-4,0,118,-3,3,-12,-3.0,-6,-1,0.9
Cn1c(SCc2ccccc2)nnc1-c1ccncc1,6,nt,101,4,1,-8,-3.2,-11,-1,2.6
O=c1oc2c(CN3CCOCC3)c(O)c(Cl)cc2c2c1CCC2,nt,-2,102,-4,2,4,-0.5,3,1,1.5
COc1ccc(C=NN=C2c3ccccc3-c3ccccc32)cc1OC,-2,-4,104,-4,3,-5,-1.3,6,-3,-12
COc1ccc([C@@H]2CC=C(C(=O)O)[C@H](c3ccc(Cl)cc3)N2S(=O)(=O)c2ccc(Cl)cc2)cc1,nt,-3,101,-4,-4,-2,-0.8,23,2,2.4
O=C(NCCc1csc(-c2cccnc2)n1)c1cccs1,nt,-3,108,-6,0,-1,-1.0,1,1,1.0
O=C(CSc1nnc(-c2ccncc2)n1CC1CCCO1)Nc1cccc(O)c1 (centres undefined),-1,nt,103,2,5,-2,-0.1,-1,1,1.0
C[C@H](NC(=O)c1ccccc1F)C(=O)N1CCC2(CC1)NCCc1[nH]cnc12,15,-4,nt,1,-1,1,0.0,2,1,1.3

# Part of the list above, with values under each structure.
# The line under a structure holds: NSD2 inh | CAL PDZ FP-1 | Pemphigus Ab inh | Keap1 Nrf2 FP | V-ATPase pHluor | RTF Ca sens inh | CAL PDZ FP-2 | Arrestin-AP2 inh | DAGLB inh | C-LANA FP
- O=C(CSc1nnc(-c2ccncc2)n1CC1CCCO1)Nc1cccc(O)c1 (centres undefined)
→ -1 | nt | 103 | 2 | 5 | -2 | -0.1 | -1 | 1 | 1.0
- COc1ccc(C=NN=C2c3ccccc3-c3ccccc32)cc1OC
→ -2 | -4 | 104 | -4 | 3 | -5 | -1.3 | 6 | -3 | -12

# Following part
SMILES,NSD2 inh,CAL PDZ FP-1,Pemphigus Ab inh,Keap1 Nrf2 FP,V-ATPase pHluor,RTF Ca sens inh,CAL PDZ FP-2,Arrestin-AP2 inh,DAGLB inh,C-LANA FP
Cc1cc(NC(=O)CN2C(=O)NC3(CCCCC3)C2=O)no1,-2,-2,84,-1,3,-3,-3.0,-5,0,1.7
N#Cc1ncc(C(F)(F)F)cc1Oc1cccnc1,-2,-7,102,-1,0,3,0.8,3,-2,-1.0
O=C(Nc1c(-c2ccc(F)cc2)nc2ccccn12)c1ccc(F)cc1,0,-3,109,1,-4,-4,-4.4,26,3,-2.5
COC(=O)c1ccccc1NC(=O)N1c2ccccc2CC1C (centres undefined),38,-4,110,-7,4,-1,-1.6,5,-11,-0.1
CCOc1ccc(N2CC(C(=O)NC3CCCCCC3)CC2=O)cc1 (centres undefined),1,0,99,-4,-1,-1,-1.1,5,-2,0.0
Cn1cccc1C(=O)OCC(=O)Nc1sccc1C#N,1,-6,93,-7,5,-9,-0.4,8,2,-0.5
Cc1occc1C(=O)NNC(=O)C1CCCCC1,6,0,102,-1,0,0,-0.3,-13,-2,0.3
CC1(C)CC(=O)C2=C(C1)OC(N)=C(C#N)C21C(=O)N2CCCc3cccc1c32 (centres undefined),-4,-2,90,0,-1,3,-0.1,13,2,0.8
Cc1cc(C(=O)NCCCOC(C)C)c2ccccc2n1,0,5,101,-6,-7,2,-0.8,2,-1,4.7
CCc1cccc(NC(=O)CCCn2c(=O)[nH]c3ccsc3c2=O)c1,-1,-2,nt,0,0,3,-2.8,13,-2,0.6
Cc1nc(-c2ccc(S(=O)(=O)Nc3cccc(S(N)(=O)=O)c3)s2)cs1,2,nt,96,-3,7,nt,-0.5,0,nt,-2.1
O=C(CCNS(=O)(=O)c1cccc2nsnc12)NC1CCN(Cc2ccccc2)CC1,-3,-5,nt,0,1,5,-0.4,-3,0,-0.5
CCc1nn(CCCC(=O)NCc2ccc(OC(C)C)cc2)c(=O)c2cc3occc3n12,1,9,nt,-7,-4,-3,-3.3,15,0,-1.0
CCc1ccc(NC(=O)CC2C(=O)N(c3ccc(C)cc3)C(=O)N2CCc2ccncc2)cc1 (centres undefined),0,-4,95,-3,-1,1,-1.8,11,-1,-0.1
CCN1CCN(c2nc(Nc3ccc(NC(C)=O)cc3)nc(Nc3ccc(NC(C)=O)cc3)n2)CC1,21,3,104,-5,2,-6,5.1,-3,-1,0.3
O=C(CSc1nnnn1CCCO)Nc1ccc2c(c1)OCO2,-2,1,99,3,5,2,-2.8,1,2,-0.5
O=c1oc2cccnc2n1CCS(=O)(=O)c1ccc(F)cc1,1,-1,103,-5,5,-13,-1.0,7,-2,1.3
